Compound activity deposited in PubChem by Sanford-Burnham Center for Chemical Genomics.
SENP7 inh: blocks the human protease SENP7; inhibition, % at 5 µM; 330,000 tested, 1.5% active; AID 434973; Q9BQF6; recombinant SENP7, Z-RLRGG-aminoluciferin luminescence, 40 min;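 active means inhibition above about 50% at the single test dose, limit read from the data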;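 further: plate controls were DMSO with enzyme for no effect and no enzyme buffer wells for full effect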
Target sequence (Q9BQF6 706-1050 limits assumed): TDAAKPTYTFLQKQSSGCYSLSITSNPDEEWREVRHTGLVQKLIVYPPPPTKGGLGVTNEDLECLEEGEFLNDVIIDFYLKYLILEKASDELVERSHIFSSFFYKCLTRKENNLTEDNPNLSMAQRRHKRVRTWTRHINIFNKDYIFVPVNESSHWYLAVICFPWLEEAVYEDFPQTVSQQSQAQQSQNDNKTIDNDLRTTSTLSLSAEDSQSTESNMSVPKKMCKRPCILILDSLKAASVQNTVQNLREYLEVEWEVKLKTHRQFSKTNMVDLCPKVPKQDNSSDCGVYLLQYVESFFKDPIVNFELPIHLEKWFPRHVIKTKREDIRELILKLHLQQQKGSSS
HKDC1 inhibitor: HKDC1 (human) hexokinase inhibition; Q2TB90; AID 493160; 340,000 tested, 0.16% active; recombinant HKDC1, G6PDH/diaphorase resazurin coupled fluorescence; inhibition, % at 20 µM;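 active means inhibition above about 35% when tested at 20 µM, limit read from the data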;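 further: plate controls were DMSO wells with enzyme for no effect and DMSO wells lacking enzyme for full effect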
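Test system: recombinant HKDC1 (HK5) hexokinase enzyme, produced in-house / Doses: 20 µM test compound, 1% DMSO / Timing: 90 min, room temperature / Detection: G6PDH/diaphorase-coupled fluorescence, 1 mM NADP, 100 µM resazurin, 525/613 nm / Control set: DMSO wells with and without enzyme mix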
Apaf1 inhib: blocks human Apaf-1 apoptosome activity; reconstituted apoptosome caspase-3 activity, DEVD-Rh110 fluorescence; inhibition, % at 20 µM; 330,000 tested, 0.71% active; AID 489030; active means inhibition of at least 40% at 20 µM;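 further: plate controls were DMSO wells for no effect and DEVD-CHO caspase inhibitor wells for full effect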
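Material: reconstituted apoptosome with Apaf-1, cytochrome c, caspase-9, procaspase-3, dATP / Buffer or medium: pH 7.5 Hepes buffer with CHAPS, BSA, DTT / Also added: cytochrome c with DEVD-Rh110 / Schedule: compound with Apaf-1, dATP, procaspase-3 30 min, then 50 min reaction, room temperature / Technique: rhodamine 110 fluorescence at Ex 480/Em 540 nm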
Gli-Sufu antag: antagonists of Gli-Sufu signaling; Sufu-KO-LIGHT fibroblasts, Gli luciferase reporter luminescence; inhibition, % at 5 µM; 340,000 tested, 0.74% active; AID 588413;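 active means inhibition above about 55%, limit read from the data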;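 further: 0% = DMSO-treated cells and 100% = wells with medium but no cells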
SENP8 inh: SENP8 protease inhibition. Q96LD8. purified SENP8, Z-RLRGG-aminoluciferin cleavage, luminescence. inhibition, % at 10 µM. 330,000 tested, 1.2% active
Target sequence (Q96LD8 whole entry, looked up): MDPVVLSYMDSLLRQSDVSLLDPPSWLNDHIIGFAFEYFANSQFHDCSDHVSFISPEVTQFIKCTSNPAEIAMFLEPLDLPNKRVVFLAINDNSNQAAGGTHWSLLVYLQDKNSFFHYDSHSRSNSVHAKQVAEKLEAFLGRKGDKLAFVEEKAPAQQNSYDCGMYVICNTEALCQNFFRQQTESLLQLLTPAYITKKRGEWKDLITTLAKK
UBC13 polyUb: inhibitors of human UBC13 polyubiquitin chain formation. TR-FRET. inhibition, % at 20 µM. 330,000 tested, 0.47% active. AID 485273; in the data active means inhibition above about 45%, passing the limit was not always enough
Target sequence (P61088 whole entry, looked up): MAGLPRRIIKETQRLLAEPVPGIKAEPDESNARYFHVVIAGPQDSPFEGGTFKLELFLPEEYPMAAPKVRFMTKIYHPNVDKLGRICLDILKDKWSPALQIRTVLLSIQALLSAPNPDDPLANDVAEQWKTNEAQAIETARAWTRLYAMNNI
Jurkat NFkB inh: lowers PMA/ionomycin-induced NF-kB signal in Jurkat cells. PMA/ionomycin-induced NF-kB luciferase reporter, luminescence. inhibition, % at 4 µM. 330,000 tested, 0.53% active
697 NFkB inh: lowers PMA/ionomycin-induced NF-kB signal in 697 B cells | AID 435022 | inhibition, % at 4 µM | 697 B-cell NF-kB luciferase reporter, 16 h | 330,000 tested, 0.33% active; in the data active means inhibition above about 35%
Starred values were filed as active, the others as inactive; i = inactive. Unless noted, no stated cut-off is given here; in the data, active means inhibition above about 50%; inactive means the rest.

SMILES	SENP7 inh	HKDC1 inhibitor	Apaf1 inhib	Gli-Sufu antag	SENP8 inh	UBC13 polyUb	Jurkat NFkB inh	697 NFkB inh
CC(NC(=O)c1ccccc1)C(c1cccs1)N1CCOCC1 (configuration not stated)	13.6	-5.3	9.7	0.4	-10.7	-2.3	-8.6	6.2
CCCNC(=O)Cn1c(=O)/c(=C\c2ccc(-c3cccc([N+](=O)[O-])c3)o2)s/c1=C\C(=O)C(C)(C)C	-4.9	-5.1	14.7	45.0	-2.6	-67.8	-7.0	-2.2
Cc1ccc(/C=N/NC(=O)c2cccc(S(=O)(=O)Nc3cccc(Cl)c3)c2)o1	13.8	-12.6	-3.0	-8.6	0.8	-6.9	3.9	18.0
Cc1cc(C)n(CC2CC(=O)N(c3ccccc3)C2=O)n1 (configuration not stated)	10.2	-3.7	-11.0	2.3	-0.6	8.3	11.1	21.4
CC(C)CNC(=O)Nc1ccccc1F	-10.5	-7.7	-2.4	-6.9	-12.4	-0.2	-21.1	10.4
O=C(c1ccc2nc(N3CCOCC3)sc2c1)N1CCN(C(=O)c2ccco2)CC1	-8.5	-0.7	9.8	-0.4	-6.9	44.0	8.0	-1.1
COc1ccccc1/C=N/NC(=O)CO	2.1	-7.8	-14.8	1.7	-5.0	0.9	2.8	7.2
CC1CCN(S(=O)(=O)c2ccc3c(c2)CC(C)N3C(=O)C2CCC2)CC1 (configuration not stated)	-2.3	-2.8	20.4	16.8	1.1	-5.6	6.6	-38.5
O=C1CC(c2ccc3c(c2)OCO3)Sc2nc3ccccc3n21 (configuration not stated)	-10.9	-1.7	2.3	-34.6	8.7	-1.1	-68.4	-255.5
COC(=O)CNC(=O)c1cc(-c2ccncc2)nc2ccccc12	6.2	-5.1	1.5	-8.2	2.4	-0.6	-6.3	15.7
CCC(CC)c1nc2cc(OC)c(OC)cc2c(=O)o1	-6.3	-2.2	16.4	0.6	-2.9	-6.3	-15.3	10.2
C[C@@H]1CCC(=O)N(C[C@@H](C)CSc2ccc(Br)cc2)CC1	-0.6	5.3	25.3	-9.3	2.9	7.7	-3.9	2.9
COc1ccc(/C(O)=C2\C(=O)C(=O)N(c3cc(C)on3)C2c2ccccc2OC)cc1 (configuration not stated)	-2.1	2.3	13.3	5.5	-11.7	-28.8	-1.7	1.1
CCc1ccc(CN2CCCC(CNS(=O)(=O)c3ccc(OC)cc3)C2)cc1 (configuration not stated)	-1.1	-13.1	5.7	22.9	-3.6	17.0	1.5	-0.6
Cc1ccc(C(=O)N(CC(=O)NC2CCCC2)c2ccccc2C)s1	7.5	11.0	9.4	-1.6	-2.2	-3.9	-5.0	19.2
CN(Cc1cnn(C)c1)C(=O)C1CCC(=O)N(Cc2cccc(F)c2)C1 (configuration not stated)	2.4	0.4	6.3	-0.4	-1.5	1.1	1.1	4.5
CN(CC(=O)Nc1ccccc1Cl)C(=O)COC(=O)C1=COCCO1	4.8	7.4	-0.7	-0.5	-6.9	-9.5	7.0	21.5
CCN(CC)CCNC(=O)c1cc(-c2ccco2)nc2ccccc12	2.6	-11.4	-1.5	-2.0	-1.7	28.1	-0.8	16.4
Cc1oc(-c2ccc(Cl)cc2)nc1CS(=O)CC(=O)NCCCN1CCOCC1 (configuration not stated)	5.9	0.8	-9.9	9.2	-1.9	4.9	-10.5	5.7
O=C(Nc1ccc2ccccc2c1)N1CCN(c2ncccc2C(F)(F)F)CC1	40.9	9.2	24.5	12.1	-5.9	2.9	2.8	-48.5
COc1ccccc1CNS(=O)(=O)c1ccc(NC(C)=O)cc1	-3.2	-10.6	-12.7	14.1	-5.3	5.9	23.7	11.8
Cc1cc(OCC(=O)Nc2ccc(CN3CCOCC3)cc2)c2c(C)c(C)c(=O)oc2c1	-1.5	-1.4	7.0	48.7	4.8	23.0	5.7	38.4*
Cc1ccc(S(=O)(=O)N(CC(=O)N2CCc3ccccc3C2)c2ccc(Cl)c(Cl)c2)cc1	2.1	-2.4	28.9	5.2	-2.6	-5.1	1.5	-8.3
CC(C)C(c1nnnn1CCc1ccccc1)N1CCOCC1 (configuration not stated)	-5.4	3.5	5.6	0.7	-6.3	6.2	-2.0	6.4
O=C(CC(=O)Nc1ccccc1C(F)(F)F)Nc1ccccc1C(F)(F)F	6.2	-5.3	0.5	-19.1	-3.2	7.1	-8.4	-10.5

Next section
SMILES	SENP7 inh	HKDC1 inhibitor	Apaf1 inhib	Gli-Sufu antag	SENP8 inh	UBC13 polyUb	Jurkat NFkB inh	697 NFkB inh
NS(=O)(=O)c1ccc(CCNC(=O)C2CCN(C(=O)Nc3ccccc3)CC2)cc1	8.0	-4.6	-1.0	-34.9	0.1	7.6	-1.4	2.9
COc1ccc(-c2nnc3ccc(SCC(=O)Nc4nc5ccccc5s4)nn23)cc1OC	2.3	-4.4	-1.5	-2.9	-9.1	-4.3	3.2	8.4
CC(=O)Oc1cccc(N2C(=O)c3ccc(C(=O)Nc4cccnc4)cc3C2=O)c1	-0.2	-2.2	4.1	-3.7	-12.0	2.4	0.6	16.8
O=C(NCCc1ccc(Cl)cc1)c1ccc2ccccc2n1	4.3	4.2	25.8	-27.0	-1.8	4.8	-8.2	-31.8
Cc1cccc(N2CCN(C(=O)CCN3C(=O)C4C5C=CC(C5)C4C3=O)CC2C)c1 (configuration not stated)	0.1	-13.5	-4.2	1.5	-15.6	-4.9	3.2	8.8
O=C(OCCc1ccccc1)c1cc(O)c(O)c(O)c1	-0.1	-2.3	10.6	15.9	26.7	7.7	-48.5	i
COc1cccc(NC(=O)c2ccccc2C(F)(F)F)c1	-11.9	-3.7	2.1	-19.4	-5.0	-3.8	-14.0	-3.0
Cc1ccc(Cl)cc1N1C(=O)CC(Sc2ncccn2)C1=O (configuration not stated)	-7.0	-6.2	-4.1	2.8	-4.5	-4.9	-4.7	0.5
O=C(O)C1CC=CCC1C(=O)NCc1ccc2c(c1)OCO2 (configuration not stated)	1.2	5.4	-10.5	-17.0	-0.7	4.4	-0.4	12.1
O=C(c1ccc(F)cc1Cl)N(Cc1ccco1)C1CCS(=O)(=O)C1 (configuration not stated)	-2.9	2.1	-5.4	-1.2	2.2	7.2	-8.6	15.6
COc1ccc(CNC(=O)C2CC(c3ccc(C(F)(F)F)cc3)=NO2)cc1 (configuration not stated)	7.5	3.5	-0.1	-0.8	-10.0	-8.5	35.5	6.3
O=C(NCCc1c[nH]c2ccccc12)c1cccc(Br)c1	-1.7	1.6	6.4	0.8	-7.6	8.8	-18.9	-4.5
Cc1nnc(Sc2nc3c(c(=O)[nH]c(=O)n3C)n2Cc2ccccc2)s1	-17.8	-7.3	21.0	-24.0	-9.9	0.1	-3.1	1.9
O=C(c1ccc2ccccc2c1)C1CCCN(C(=O)c2noc3c2CCCC3)C1 (configuration not stated)	-4.6	-0.9	11.0	10.4	-9.2	-4.6	-0.1	-2.1
Cc1ccc(-n2cc(CNCC3CC(=O)N(C4CC4)C3)c(-c3cccc(C)c3)n2)cc1 (configuration not stated)	4.9	-6.7	27.4	5.3	0.2	23.8	3.9	-2.1
CCOC(=O)C1=C(C)NC(=O)NC1c1ccc(OCC(=O)Nc2ccccc2)c(OC)c1 (configuration not stated)	-0.4	0.4	5.6	6.5	-15.1	-10.2	-17.9	-4.2
Cc1ccc(-c2noc(-c3cccs3)n2)cc1	-5.4	0.1	-15.6	-91.3	95.1*	-1.0	-146.3	-307.3
CCc1noc(C)c1C(=O)N1CCN(S(=O)(=O)c2ccc(Br)cc2Cl)CC1	-15.4	-8.0	6.5	-5.0	-3.1	-12.3	13.8	9.0
C=C(C)c1cccc(C(C)(C)NC(=O)Nc2cccnc2)c1	0.0	-4.2	-3.1	10.6	16.1	3.0	0.5	9.1
COc1ccc(CCn2c(=N)c(C(=O)NCc3ccco3)cc3c(=O)n4ccccc4nc32)cc1	1.5	5.0	17.6	10.6	3.8	-7.5	6.9	-11.1
Cc1ccc(NC(=O)CSc2nnc(N)s2)c([N+](=O)[O-])c1	-7.4	-5.1	5.9	0.2	-5.8	11.1	-8.1	21.2
Cc1cc(C)c[n+](CC(=O)c2cc3ccccc3oc2=O)c1	-1.4	-3.1	-1.4	2.3	-3.1	1.8	-4.8	-3.0
CCOC(=O)C1C(=O)NC(c2ccccc2)=NC1c1ccc(C(C)C)cc1 (configuration not stated)	6.9	2.0	13.0	-2.4	-11.8	-3.5	0.4	-11.8
Cc1occc1C(=O)OCC(=O)Nc1ccc(F)cc1	-6.2	1.4	-1.2	-1.7	-8.1	-2.1	-14.1	2.7
O=C(CN1CCOCC1)Nc1nc2ccc(F)cc2s1	3.3	-6.6	-4.4	-1.4	2.1	2.6	-9.4	3.3

Record cards, as listed above:
CCOC(=O)C1C(=O)NC(c2ccccc2)=NC1c1ccc(C(C)C)cc1 (configuration not stated) across the screens: SENP7 inh = 6.9; HKDC1 inhibitor = 2.0; Apaf1 inhib = 13.0; Gli-Sufu antag = -2.4; SENP8 inh = -11.8; UBC13 polyUb = -3.5; Jurkat NFkB inh = 0.4; 697 NFkB inh = -11.8
Cc1ccc(Cl)cc1N1C(=O)CC(Sc2ncccn2)C1=O (configuration not stated) across the screens: SENP7 inh = -7.0; HKDC1 inhibitor = -6.2; Apaf1 inhib = -4.1; Gli-Sufu antag = 2.8; SENP8 inh = -4.5; UBC13 polyUb = -4.9; Jurkat NFkB inh = -4.7; 697 NFkB inh = 0.5

Further compounds follow:
SMILES	SENP7 inh	HKDC1 inhibitor	Apaf1 inhib	Gli-Sufu antag	SENP8 inh	UBC13 polyUb	Jurkat NFkB inh	697 NFkB inh
O=C(Nc1ccccn1)C(NS(=O)(=O)c1cccc2nsnc12)c1ccccc1 (configuration not stated)	-1.3	-1.0	3.6	6.0	5.2	-4.8	-16.6	13.2
COc1ccc(C(=O)NCC(=O)OCC(=O)N(C)c2ccccc2)cc1	-9.5	-3.7	-0.9	5.7	-10.1	-14.9	-17.6	-6.2
O=C(NCc1cccc(Cl)c1)N1CCN(S(=O)(=O)c2ccccc2F)CC1	-0.8	-4.9	2.9	8.2	0.1	9.5	9.8	4.4
CCOC(=O)CNc1ncnc2nc[nH]c12	-6.2	-7.0	2.3	9.7	-0.4	1.7	12.2	6.4
CC(NC(=S)NC1CCCCC1)C(c1cccs1)N1CCOCC1 (configuration not stated)	8.1	1.6	2.3	-3.4	-3.6	-0.5	7.5	-2.0
CCOC(=O)COc1ccc2c(c1)C(=O)CC1(CCN(C(C)=O)CC1)O2	3.6	0.7	-9.9	3.9	1.2	13.3	-5.5	23.7
CC(=O)Nc1ccc(N=Cc2ccc[nH]2)cc1	-1.5	12.6	5.8	-1.6	-11.4	-15.8	8.4	24.4
COCCCNC(=O)CCC(=O)Nc1ccc2nc(N3CCOCC3)cc(C)c2c1	3.2	-2.7	2.7	-10.6	6.0	-2.4	-7.9	-22.0
CN(C)c1cccc(C(=O)N2CCCC(C(=O)c3cc(F)ccc3F)C2)c1 (configuration not stated)	0.7	-2.4	-4.9	2.9	-0.9	-0.6	8.0	8.6
COC(=O)c1ccc(S(=O)(=O)N2CCOCC2)o1	-3.4	-6.1	-2.5	6.5	8.5	-2.1	-0.9	-8.9
O=C(Nc1cc(Sc2ccccn2)cc([N+](=O)[O-])c1)c1ccc(Cl)cc1	-1.6	2.5	14.8	53.1	-13.0	-9.8	21.5	-42.3
Cc1ccc2nc(SCC(=O)NC(=O)NCc3ccco3)[nH]c2c1	-5.5	-5.0	11.3	-4.1	-5.5	-2.9	-17.4	-18.8

An excerpt from above in order of number of heavy atoms, high to low:
SMILES	SENP7 inh	HKDC1 inhibitor	Apaf1 inhib	Gli-Sufu antag	SENP8 inh	UBC13 polyUb	Jurkat NFkB inh	697 NFkB inh
COCCCNC(=O)CCC(=O)Nc1ccc2nc(N3CCOCC3)cc(C)c2c1	3.2	-2.7	2.7	-10.6	6.0	-2.4	-7.9	-22.0
O=C(NCc1cccc(Cl)c1)N1CCN(S(=O)(=O)c2ccccc2F)CC1	-0.8	-4.9	2.9	8.2	0.1	9.5	9.8	4.4
Cc1ccc2nc(SCC(=O)NC(=O)NCc3ccco3)[nH]c2c1	-5.5	-5.0	11.3	-4.1	-5.5	-2.9	-17.4	-18.8
COC(=O)c1ccc(S(=O)(=O)N2CCOCC2)o1	-3.4	-6.1	-2.5	6.5	8.5	-2.1	-0.9	-8.9
